DDE Tn6 FP inh – inhibitors of Tn6 peptide binding to fibrin DD(E), primary screen, biochemical, fluorescence polarization, human fibrin, Tn6 probe. Fibrinogen beta chain (Homo sapiens), P02675. Fibrin DD(E) TRITC-Tn6 fluorescence polarization displacement. inhibition, % at 8.3 µM. 370,000 compounds, 0.21% hits. AID 720509, 2013;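 active = inhibition above a per-campaign cutoff: mean of compounds within control limits plus 3 SD, cut at about 15% in these data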;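 also: 0% = median of all compound wells on the plate and 100% = blocking peptide control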
ASAP1 GAP inh – inhibitors of human ASAP1 ArfGAP activity, primary screen, biochemical, fluorescence polarization; Arf-GAP with SH3 domain, ANK repeat and PH domain-containing protein 1 (Homo sapiens), …; 360,000 compounds, 0.19% hits; ASAP1-stimulated ARF1 GTP hydrolysis, GDP FP detection; AID 624377, 2012; inhibition, % at 16.5 µM; in the data active = inhibition above about 25%;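 also: 0% = vehicle with enzyme and substrate and 100% = no enzyme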
HGIII-sPLA2 inh – human group III sPLA2 inhibitors, primary screen, biochemical, QFRET, BODIPY PC-A2 liposome substrate; inhibition, % at 12.2 µM; QFRET BODIPY PC-A2 liposome hydrolysis, fluorescence; 370,000 compounds, 0.56% hits; AID 743126, 2013;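 active = inhibition above mean plus 3 SD of compounds lying within the high and low control bounds, cut at about 19% in these data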;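 also: 0% = median of test compound wells and 100% = no enzyme DMSO wells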
Target sequence (Q9NZ20 whole entry, looked up): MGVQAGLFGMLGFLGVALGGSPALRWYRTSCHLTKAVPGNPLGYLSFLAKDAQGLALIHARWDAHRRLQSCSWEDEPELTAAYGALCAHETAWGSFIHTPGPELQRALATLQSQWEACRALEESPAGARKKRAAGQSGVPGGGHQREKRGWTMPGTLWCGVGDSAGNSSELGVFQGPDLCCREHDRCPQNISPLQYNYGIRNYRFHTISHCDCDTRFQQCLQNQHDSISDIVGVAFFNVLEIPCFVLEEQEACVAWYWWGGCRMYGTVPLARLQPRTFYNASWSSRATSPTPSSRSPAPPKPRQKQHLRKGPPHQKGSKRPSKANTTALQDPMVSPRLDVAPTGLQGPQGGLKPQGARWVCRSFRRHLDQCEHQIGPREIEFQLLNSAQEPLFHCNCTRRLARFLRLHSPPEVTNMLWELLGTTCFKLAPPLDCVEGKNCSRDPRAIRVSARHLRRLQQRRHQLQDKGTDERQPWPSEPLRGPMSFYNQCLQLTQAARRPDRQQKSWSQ
Rev-erbA mod – modulators of Rev-erb alpha DNA binding, primary screen, biochemical, FITC-DNA, fluorescence polarization, uHTS; Nuclear receptor subfamily 1 group D member 1 (Homo sapiens), P20393; 370,000 compounds, 0.79% hits; activity, % at 10 µM; AID 1259318, 2017; Rev-erbα–FITC-DNA binding, 90 min;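 active = activity above about 14%, limit read from the data; passing the limit was not always enough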;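 also: 0% = DMSO wells with 35 nM protein and 100% = DMSO wells with 750 nM protein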
Target sequence (P20393 whole entry, looked up): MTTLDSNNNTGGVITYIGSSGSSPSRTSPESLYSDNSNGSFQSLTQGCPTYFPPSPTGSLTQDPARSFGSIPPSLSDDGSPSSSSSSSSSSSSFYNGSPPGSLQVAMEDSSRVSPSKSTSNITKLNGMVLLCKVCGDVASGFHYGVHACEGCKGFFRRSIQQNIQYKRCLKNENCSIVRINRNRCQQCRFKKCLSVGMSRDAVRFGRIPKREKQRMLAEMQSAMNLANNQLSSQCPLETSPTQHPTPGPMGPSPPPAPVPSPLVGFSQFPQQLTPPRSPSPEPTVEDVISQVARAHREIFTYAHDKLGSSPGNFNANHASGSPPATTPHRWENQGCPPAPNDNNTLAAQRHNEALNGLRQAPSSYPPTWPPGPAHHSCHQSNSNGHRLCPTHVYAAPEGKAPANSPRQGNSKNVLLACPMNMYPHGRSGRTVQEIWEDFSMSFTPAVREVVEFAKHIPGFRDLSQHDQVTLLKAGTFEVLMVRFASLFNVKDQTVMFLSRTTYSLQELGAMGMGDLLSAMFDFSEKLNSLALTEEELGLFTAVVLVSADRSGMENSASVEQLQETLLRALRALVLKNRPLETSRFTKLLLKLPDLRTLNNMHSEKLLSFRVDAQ
PLCg1 inh – PLC-gamma1 enzyme inhibitors, primary screen, biochemical, fluorescence, purified enzyme. fluorogenic substrate. inhibition, % at 12.2 µM. 370,000 compounds, 0.84% hits; in the data active = inhibition above about 9.5%
UHRF1 binding – UHRF1 methylated DNA binding inhibitors, primary screen, counter-screen for MBD2 inhibitor project, biochemical, TR-FRET, human UHRF1, single concentration | E3 ubiquitin-protein ligase UHRF1 (Homo sapiens), Q96T88 | inhibition, % at 4.4 µM | UHRF1 binding to methylated oligo | AID 687016, 2013 | 370,000 compounds, 0.75% hits; in the data active = inhibition above about 21%;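 also: UHRF1 SRA domain binding a hemimethylated CpG hairpin DNA probe; 0% = median of test compound wells and 100% = reference inhibitor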
ARFGAP1 inhibitor – inhibitors of rat ARFGAP1 GAP activity, primary screen, biochemical, fluorescence polarization, GDP tracer; inhibition, % at 16.5 µM; 360,000 compounds, 0.26% hits; Arfgap1-stimulated ARF1 GTP hydrolysis, GDP FP detection; ADP-ribosylation factor GTPase-activating protein 1 (Rattus norvegicus), Q62848;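 active = inhibition above a per-plate limit, mean inhibition of low control wells plus 3 SD, cut at about 25% in these data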;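 also: 0% = DMSO wells with enzyme and 100% = wells lacking Arfgap1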
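System: truncated rat Arfgap1 GAP domain / Benchmarks: high control wells lacking Arfgap1, low control full reaction with DMSO / Times: compound-enzyme preincubation 20 min, reaction 120 min, detection 60 min, 25 °C / Repeats: one replicate per compound / Also added: human ARF1(Δ1-17)-GTP substrate / Measured by: Tracer-displacement fluorescence polarization with EDTA stop, 620/688 nm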
Tn7 DDE FP – inhibitors of Tn7 peptide binding to fibrin DD(E), primary screen, biochemical, fluorescence polarization, human fibrin, Tn7 probe. Fibrinogen beta chain (Homo sapiens), P02675. FP displacement of FITC-Tn7 peptide from fibrin DD(E); 0% = median of compound wells per plate. inhibition, % at 8.3 µM. 370,000 compounds, 0.13% hits;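 active = inhibition above the mean of compounds falling within the control limits plus 3 SD of them, cut at about 14% in these data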;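 also: 0% = plate median of compound wells and 100% = 10 µM Aha-Tn7 peptide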
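System: human fibrin DD(E); quantity: Fibrin-DD(E) at 2 µM final; also added: fluorescent Tn7 probe at 0.1 µM; compound dosing: single nominal test concentration of 8.3 µM per compound; schedule: 10 min preincubation, 3 h with tracer, room temperature; detection: fluorescence polarization of the labelled Tn7 tracer; repeats: one replicate per compound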
proKLK7 act – proKLK7 zymogen activators, primary screen, biochemical, fluorescence intensity | AID 652039, 2013 | activation, % at 7 µM | purified proKLK7, EDANS-DABCYL substrate fluorescence; 100% is mature enzyme control, 0% vehicle | Kallikrein-7 (Homo sapiens), P49862 | 370,000 compounds, 0.9% hits;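 active = activation above the mean of all tested compounds plus 3 SD, computed per campaign excluding outliers beyond control limits, cut at about 13% in these data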
PLC-beta3 inh – human PLC-beta3 inhibitors, primary screen, biochemical, fluorescence; inhibition, % at 12.2 µM; Purified PLC-beta3, fluorogenic substrate; 1-phosphatidylinositol 4,5-bisphosphate phosphodiesterase beta-3 (Homo sapiens), Q01970; 370,000 compounds, 0.18% hits; in the data active = inhibition above about 11%;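 also: 0% = median of compound wells on plate and 100% = full blocker control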
An asterisk follows results filed as active; i = inactive; . = not tested or not shown.

SMILES	DDE Tn6 FP inh	ASAP1 GAP inh	HGIII-sPLA2 inh	Rev-erbA mod	PLCg1 inh	UHRF1 binding	ARFGAP1 inhibitor	Tn7 DDE FP	proKLK7 act	PLC-beta3 inh
C=CCCCCCCCCC(=O)Nc1ncccn1	4.5	-3.6	4.3	-10.0	-1.6	-0.6	4.4	2.9	-0.3	-9.0
CN(C)CCCNC(NC(=O)c1cccs1)C(Cl)(Cl)Cl (stereo unspecified)	-2.5	-14.9	0.8	3.9	0.6	-2.7	-12.1	-1.9	-0.2	1.4
COC(=O)[C@@]1(OC(C)=O)CC(OC(C)=O)[C@H](OC(C)=O)[C@H](OC(C)=O)C1Br (stereo partly specified)	6.1	.	6.6	-0.2	1.3	1.3	.	-0.3	.	-3.3
O=S(=O)(c1ccc(Cl)cc1)N1CCC(N2CCCCCC2)CC1	-10.7	-4.9	0.3	-3.3	6.1	0.1	-6.6	4.7	0.2	3.1
O=C(Nc1ccc(Nc2ccccc2)cc1)c1cccc(F)c1	-5.7	3.2	2.0	4.6	-2.6	-1.3	-8.5	-2.2	0.2	-12.3
O=C(COc1ccc2c3c(c(=O)oc2c1)CCC3)N[C@@H](Cc1ccccc1)C(=O)O	-1.5	4.4	4.2	-4.8	-4.0	-0.6	13.3	7.4	-0.5	-5.5
CN1CCN(S(=O)(=O)c2cccc(C(=O)Nc3ccccc3N3CCOCC3)c2)CC1	-2.4	13.7	1.7	3.3	-5.5	2.6	9.6	6.5	0.1	-0.2
CCOc1cc(S(=O)(=O)Nc2cc(C)cc(C)c2)ccc1Cl	-1.9	1.6	-40.5	10.2	8.3	7.7	13.6	-3.6	0.3	3.8
O=C(c1csc2c1CCCC2)N1CCN(c2cccc(C(F)(F)F)c2)CC1	3.1	-2.0	-2.7	-1.4	-1.6	-1.1	7.6	2.7	-0.3	1.2
COc1ccc(S(=O)(=O)N2CCOC2CNC(=O)C(=O)NCc2ccccn2)cc1 (stereo unspecified)	6.3	-4.5	7.7	9.5	-0.2	-1.1	8.2	5.1	0.0	-4.2
CS(=O)(=O)N(CC(=O)N1CCc2ccccc2C1)c1ccc(Cl)cc1F	-2.2	7.3	-2.9	4.9	1.0	-0.3	11.0	1.0	0.1	-0.7
CC(CNC(=O)COc1ccccc1)OC(=O)Nc1cccc(Cl)c1 (stereo unspecified)	-4.4	0.5	-10.3	6.1	3.5	7.7	-9.7	1.3	-0.3	-0.1
CCOC(=O)[C@@H]1c2[nH]c3ccccc3c2C[C@@]2(C(=O)OC)C=CCN12	-6.6	.	14.5	-1.4	-36.8	0.4	.	4.5	0.6	-56.9
CCN1c2ccccc2-c2nc3ccccc3n2C1c1ccco1 (stereo unspecified)	-3.1	-1.5	2.7	-2.4	i	0.7	5.1	4.3	27.1*	i
O=C(NCc1cccnc1)c1ccc(-c2ccc(F)c(F)c2)c2ccoc12	-6.1	11.8	-7.4	2.0	1.2	-0.7	10.1	-5.3	0.2	1.0
COc1ccc(/C=C(/NC(=O)c2cccc([N+](=O)[O-])c2)C(=O)O)cc1OC	-4.9	-1.2	-0.3	2.4	3.8	-2.5	4.4	-5.4	0.5	-0.8
COc1ccc(NC(=O)Cn2nnc(C(=O)Nc3ccc(F)c(Cl)c3)c2N)cc1	1.4	10.9	-1.1	8.3	-1.4	1.7	27.3*	-0.3	-0.1	-10.2
C=CCNC(=O)/C(C#N)=C/c1cn(-c2ccccc2)nc1-c1cccs1	-0.2	-0.9	-1.9	-5.0	-59.6	-4.1	-1.8	-2.2	0.9	-64.4
COc1ccc(NC(=O)CN2CCN(S(=O)(=O)c3ccc(Cl)cc3)CC2)cc1Cl	-4.5	-5.6	6.5	1.9	8.5	0.5	1.6	5.1	-0.2	2.6
CCOc1ccc(C(=S)NC2CCCCC2)cc1OCC	-0.4	17.9	5.9	-1.9	1.6	-1.9	2.5	4.2	0.6	-3.9
O=C(CSc1ccc2ccccc2n1)c1ccccc1	-3.0	0.1	-30.9	-4.3	-1.5	1.2	-0.3	3.7	0.6	-7.3
COc1ccc(NC(=O)CSc2nnc(Cc3cccn3C)n2-c2ccc(C)cc2)cc1OC	8.9	-9.7	-33.9	-3.8	-0.5	-2.3	-6.4	7.9	0.5	-2.2
CC(=O)Nc1ccc(S(=O)(=O)N2CCN3CCCC3C2)cc1 (stereo unspecified)	-5.2	-5.1	-4.4	-0.2	-1.6	-1.5	1.5	6.0	-0.3	-5.2
CCN(CC)CCCNC(=O)C1c2ccccc2C(=O)N1Cc1ccc(C)cc1 (stereo unspecified)	5.1	5.1	-0.9	-0.5	-2.5	6.1	3.2	-2.1	0.4	-1.8
CCOc1ccc(NC(=O)CN(C)C(=O)c2cn(-c3ccc(F)cc3)nc2-c2cccc(OC)c2)cc1OCC	-3.8	4.3	3.3	-1.0	-1.4	0.3	2.7	-1.4	0.9	1.2
Cc1ccc(S(=O)(=O)N2CCOCC2)cc1NC(=O)CNCC1CCCCC1	-1.3	-2.1	-4.1	-4.3	10.3*	0.5	-9.0	-4.6	-0.5	5.4
C/C(N)=C(/C#N)C(=O)COC(=O)C1=NN(c2ccccc2)C(=O)CC1	8.5	6.7	0.4	-0.7	-1.6	1.7	4.9	13.2	-0.4	-2.0
CC1(C)Cc2c(sc(/N=C/N3CCCC3)c2C#N)C(C)(C)N1	1.8	-8.8	10.5	0.6	18.7*	3.7	3.8	-2.4	-0.6	12.9*
O=C(NCCCn1ccnc1)c1ccc(Br)cc1	7.3	8.1	-3.5	5.9	1.1	5.5	2.2	3.9	-0.1	1.2
CC1CC(=O)N(c2ccc(N(C)Cc3ccccc3)c([N+](=O)[O-])c2)C1=O (stereo unspecified)	11.8	-2.4	-4.5	1.3	1.4	-1.4	-10.2	3.0	0.5	-4.2
COc1ccc(CCNC(=O)[C@@H](NC(=O)N2CCn3c2nc2ccccc23)C(C)C)cc1OC	1.9	2.3	-7.8	0.3	4.1	-2.3	6.8	1.2	1.1	-4.5
CC(=O)C1=C(O)C(=O)N(c2ccc(O)cc2)C1c1ccc([N+](=O)[O-])cc1 (stereo unspecified)	4.8	1.3	-2.5	-9.2	1.6	-2.5	4.5	-2.0	0.6	-4.6
COc1ccc2[nH]c(=O)c(CN(Cc3cccs3)S(=O)(=O)c3cccc4nsnc34)cc2c1	-7.1	-18.3	-2.9	-1.9	-3.8	-0.6	-1.3	2.5	-0.2	-8.3
COc1ccc(-c2cc(-c3n[nH]c(=S)n3-c3ccccc3Cl)[nH]n2)cc1	-1.4	20.4	5.6	-1.8	0.3	2.1	1.9	2.2	0.9	0.9
CCCCc1cc(=O)oc2cc(C)cc(OCC(=O)NCc3ccncc3)c12	5.8	2.1	6.5	-2.2	-139.3	14.3	7.6	1.1	5.0	-227.3
O=C(O)CCC(=O)NCC1OCCc2ccccc21 (stereo unspecified)	-0.8	-1.1	3.9	-2.2	-2.5	2.7	-3.9	-0.7	-1.3	0.6
CC1=C[C@H]2Cc3cc(C)cc(C)c3S(=O)(=O)[C@@H]2C=C1	7.8	-8.4	1.8	-3.0	0.5	1.3	5.0	-2.3	-0.2	-2.9
O=C(NNC1=NCCC1)c1ccc(Br)cc1	1.5	-4.9	3.3	3.3	0.0	-1.8	4.5	8.2	-0.7	0.3
Cn1c(N2C(=O)CC(Cc3ccccc3)C2=O)nc2ccccc21 (stereo unspecified)	4.9	-1.2	1.0	-4.7	1.1	-1.3	-2.4	2.7	-0.3	0.3
CCCC1(CCC)NC(=O)NC1=O	-4.0	3.8	3.6	7.3	3.7	1.6	-0.5	-0.5	-0.2	5.4
COc1ccc(NC(=O)CCNS(=O)(=O)c2ccc3c(c2)CC(C)N3C(C)=O)cc1 (stereo unspecified)	-9.3	-5.1	0.8	-1.3	-1.3	6.6	-2.6	2.4	0.0	-8.0
CC1CN(S(=O)(=O)Cc2ccccc2)CC(C)O1 (stereo unspecified)	6.0	-1.1	7.4	-2.7	0.4	0.9	-2.1	-6.7	0.7	0.3
O=C(NCCCN1CCOCC1)c1cn(-c2ccccc2)nc1-c1ccc(F)cc1	-6.0	7.2	4.6	-2.9	3.1	-1.7	-13.9	-0.8	-0.8	0.1
CCOC(=O)c1sc2nc(N3CCOCC3)c3c(c2c1N)CC(C)(C)N(C)C3	-2.3	0.9	-4.9	-1.9	i	4.0	-8.6	-1.9	-45.4	i
CCOc1ccccc1N(C)C(=O)CCS(=O)(=O)c1ccc2c(c1)NC(=O)CO2	-7.0	-12.8	6.9	0.1	3.0	3.1	3.1	-5.7	0.0	-4.3
COc1ccc(/C=C/C(=O)NNC(=O)c2cc(C)oc2C)cc1	-2.6	-11.1	6.9	-3.6	2.1	-2.4	-6.7	-1.2	0.0	-8.3
O=C(CN1CCCC1)NCc1ccccc1	1.3	-2.9	1.5	-4.7	-0.9	0.6	9.3	6.6	-0.1	-3.4
Cc1nc(NC(=O)c2ccccc2)sc1-c1csc(NCCc2ccccc2)n1	-8.9	-7.3	1.5	1.6	-118.1	-2.2	-21.1	-0.4	-23.7	-164.9
C=CCn1c(/N=C/c2ccc(N(C)C)cc2)nc2ccccc21	-1.3	-7.4	-0.3	3.0	5.2	-2.3	-5.3	-5.1	0.2	2.0
COc1cc(C)nc(NS(=O)(=O)c2ccccc2)n1	-1.7	11.3	-4.8	-1.3	0.9	-0.3	4.9	-2.7	-0.3	0.5

Rewritten field by field: entries from further up.
O=C(CN1CCCC1)NCc1ccccc1
  DDE Tn6 FP inh: 1.3 | ASAP1 GAP inh: -2.9 | HGIII-sPLA2 inh: 1.5 | Rev-erbA mod: -4.7 | PLCg1 inh: -0.9 | UHRF1 binding: 0.6 | ARFGAP1 inhibitor: 9.3 | Tn7 DDE FP: 6.6 | proKLK7 act: -0.1 | PLC-beta3 inh: -3.4

Cc1nc(NC(=O)c2ccccc2)sc1-c1csc(NCCc2ccccc2)n1
  DDE Tn6 FP inh: -8.9 | ASAP1 GAP inh: -7.3 | HGIII-sPLA2 inh: 1.5 | Rev-erbA mod: 1.6 | PLCg1 inh: -118.1 | UHRF1 binding: -2.2 | ARFGAP1 inhibitor: -21.1 | Tn7 DDE FP: -0.4 | proKLK7 act: -23.7 | PLC-beta3 inh: -164.9

From PubChem BioAssay
